Rpn11 block: inhibitors of human proteasome Rpn11. O00487. human 26S proteasome, Ub4-pepOG fluorescence polarization; 20S core pre-blocked with epoxomicin. calls only at 20 µM. 360,000 tested, 0.59% active;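 active = inhibition at 20 µM, scaled to each plate's controls, above about 33%, limit read from the data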
DNMT1 inh: blocks human DNA methyltransferase DNMT1 | P26358 | DNMT1 molecular beacon, Hinp1I cleavage, fluorescence | inhibition (reported as % activation of signal), % at 10 µM | 360,000 tested, 0.83% active; in the data active = inhibition above about 50%
NadD inh: blocks S. aureus nicotinate mononucleotide adenylyltransferase | purified NadD enzyme, colorimetric absorbance read-out | inhibition, % at 20 µM | 360,000 tested, 0.78% active | AID 602399; in the data active = inhibition above about 26%; note: some compounds past the cut are filed as inactive
Scp1 inh: Scp-1 (human) phosphatase inhibition | inhibition, % at 20 µM | Q9GZU7 | Recombinant Scp1, phosphopeptide, malachite green phosphate absorbance | 340,000 tested, 0.88% active | AID 493091;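 active = inhibition above about 50% at 20 µM, limit read from the data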;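 note: plate controls were DMSO wells with enzyme for no effect and wells lacking enzyme for full effect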
Target sequence (Q9GZU7 76-261 limits assumed): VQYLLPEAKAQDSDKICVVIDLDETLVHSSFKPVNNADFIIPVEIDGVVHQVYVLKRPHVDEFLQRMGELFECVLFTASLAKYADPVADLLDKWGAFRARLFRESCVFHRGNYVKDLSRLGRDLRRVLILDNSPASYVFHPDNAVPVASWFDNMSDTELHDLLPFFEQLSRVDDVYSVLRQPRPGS
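Test system – truncated SCP-1 phosphatase (76-261aa) · Reagent – Phosphorylated 17-residue peptide substrate · Incubation – 45 min room-temperature reaction, 5 min colour, 30 min stabiliser · Detection – colorimetric phosphate reagent with accelerator and stabiliser, absorbance at 630 nm · Measure – % inhibition at 20 µM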
SUMO1-SIM PPI: modulators of human SUMO1-mediated protein-protein interactions. P63165. SUMO1 binding to a labelled peptide, TR-FRET, 1 h. inhibition, % at 20 µM. 360,000 tested, 0.33% active. AID 602429; in the data active = inhibition above about 37%
LMPTP block: LMPTP (human) inhibition; recombinant LMPTP-A, OMFP fluorogenic substrate, fluorescence intensity; inhibition, % at 20 µM; 360,000 tested, 0.22% active; AID 651560;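 active = compounds that cut the enzyme signal by at least half of the control window in the single-dose screen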;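 note: plate controls were DMSO wells with enzyme plus substrate for no effect and substrate without enzyme for full effect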
Target sequence (P24666 whole entry, looked up): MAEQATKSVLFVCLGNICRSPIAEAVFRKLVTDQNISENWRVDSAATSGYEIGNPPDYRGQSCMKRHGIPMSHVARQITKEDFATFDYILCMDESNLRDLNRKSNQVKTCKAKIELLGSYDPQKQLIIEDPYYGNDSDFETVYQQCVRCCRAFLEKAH
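material = LMPTP-A | quantity = 0.625 nM enzyme | reagent = OMFP substrate, 400 µM final | buffer or medium = Bis-Tris pH 6.0, DTT, detergent | detection = endpoint fluorescence intensity from OMFP dephosphorylation | dosing = single 20 µM dose | read-out basis = % inhibition relative to no-enzyme and uninhibited control wells | control set = no-enzyme and uninhibited controls | timing = 50 min at room temperature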
Tb MetRS inh: Trypanosoma brucei MetRS inhibition; inhibition, % at 11.9 µM; purified T. brucei MetRS, ATP depletion, Kinase-Glo luminescence; 360,000 tested, 0.4% active; AID 624268;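 active = inhibition above a per-plate cutoff of the control wells' mean inhibition plus 3 SD, cut at about 5.5% in these data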;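 note: 0% = DMSO wells median and 100% = median of wells with control inhibitor compound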
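Test system – parasite MetRS enzyme · Reagent – substrates ATP, L-methionine and bulk Escherichia coli tRNA · Doses – 11.9 µM compound single dose, 0.9% DMSO · Times – 15 min enzyme-compound preincubation, 2 h reaction, 10 min detection, 25 °C · Signal – Kinase-Glo luminescence, ATP depletion format · Controls – DMSO-only wells as low control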
STEP block: blocks human striatal-enriched tyrosine phosphatase; recombinant STEP, OMFP fluorogenic substrate, fluorescence; inhibition, % at 20 µM; 360,000 tested, 0.25% active; P54829;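 active = inhibition at 20 µM, scaled per plate between control wells, above about 37%, limit read from the data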;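 note: 0% = DMSO with enzyme and substrate and 100% = substrate only without enzyme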
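Assay system: isolated STEP enzyme / Timing: 20 min at room temperature, dark / Doses: 20 µM, 1% DMSO / Technique: fluorescence intensity, excitation 480 nm, emission 540 nm / Reagent: fluorogenic phosphatase substrate OMFP at 25 µM final / Measure: percent inhibition scaled to no-enzyme and uninhibited-enzyme controls, plate-pattern corrected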
CSN inh: blocks human CSN-mediated cullin deneddylation; Purified CSN, SCF-Nedd8-OG deneddylation, fluorescence polarization; 360,000 tested, 0.38% active; inhibition, % at 12.5 µM;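 active = pattern-corrected inhibition above about 35%, with an unprinted fluorescence ratio check between 0.5 and 1.5, limit read from the data, passing the limit was not always enough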;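 note: 0% = enzyme with substrate and 100% = substrate without enzyme; some results filed as inactive read as strong as hits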
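Material: purified human Csn5 enzyme expressed in HEK293T cells / Medium: Tris buffer pH 7.5, NaCl, DTT, Tween-20, trehalose, ovalbumin / Compound dosing: 12.5 µM single point / Schedule: 90 min incubation of compound, enzyme and substrate at room temperature / Signal: fluorescence polarization of the substrate / Control set: no-enzyme wells high, enzyme-with-substrate wells low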
MLLE-PAM2 inh: blocks PAM2 peptide binding to the PABP1 MLLE domain | P11940 | 360,000 tested, 0.36% active | inhibition, % at 20 µM | GST-MLLE / FITC-PAM2 fluorescence polarization; in the data active = inhibition above about 35%, passing the limit was not always enough;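 note: plate controls were DMSO wells with GST-MLLE for no effect and wells lacking GST-MLLE protein for full effect; some results filed as inactive read as strong as hits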
Target sequence (P11940 whole entry, looked up, the tested form may be a part): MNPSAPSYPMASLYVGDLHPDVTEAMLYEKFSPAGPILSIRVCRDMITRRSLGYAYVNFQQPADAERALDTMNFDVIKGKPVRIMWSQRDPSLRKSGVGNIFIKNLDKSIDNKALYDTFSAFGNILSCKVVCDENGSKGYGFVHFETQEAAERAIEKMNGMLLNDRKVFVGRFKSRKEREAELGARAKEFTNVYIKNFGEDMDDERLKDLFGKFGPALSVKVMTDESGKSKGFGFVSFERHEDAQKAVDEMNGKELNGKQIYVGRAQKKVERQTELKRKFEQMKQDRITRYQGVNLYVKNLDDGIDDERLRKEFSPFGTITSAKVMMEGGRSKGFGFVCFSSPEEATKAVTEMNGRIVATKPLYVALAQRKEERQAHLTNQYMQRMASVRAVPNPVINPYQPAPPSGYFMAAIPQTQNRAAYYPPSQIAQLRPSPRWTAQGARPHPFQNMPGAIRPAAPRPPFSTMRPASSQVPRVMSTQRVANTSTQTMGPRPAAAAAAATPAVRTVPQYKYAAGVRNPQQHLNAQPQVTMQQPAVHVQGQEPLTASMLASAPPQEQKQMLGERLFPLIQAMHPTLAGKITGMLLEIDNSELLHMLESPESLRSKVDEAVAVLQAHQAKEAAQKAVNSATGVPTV
Numbers without * were called inactive; i = inactive; / = not tested or not shown.

SMILES	Rpn11 block	DNMT1 inh	NadD inh	Scp1 inh	SUMO1-SIM PPI	LMPTP block	Tb MetRS inh	STEP block	CSN inh	MLLE-PAM2 inh
COc1ccc(CNC(=O)COC(=O)C2CCC(C(C)(C)C)CC2)cc1 (stereo not drawn)	i	-2.4	-3.8	-9.7	3.6	0.9	-0.8	3.3	-5.2	4.7
CCC1CCCCN1C(=O)COc1ccc2c(c1)OCO2 (stereo not drawn)	i	3.3	-1.4	-1.8	8.2	0.6	-0.4	0.6	-4.0	14.7
N#CCCCSc1nnc(-c2ccc(Cl)cc2)n1-c1ccccc1	i	2.2	1.0	-4.6	4.6	0.4	0.1	2.2	1.7	-88.0
Cc1ccc(/C=C/C(=O)O)cc1S(=O)(=O)NCCCC(=O)O	i	3.6	3.1	-4.1	0.3	-0.6	-0.7	0.5	-5.6	3.8
N/C(=N\OC(=O)c1ccc([N+](=O)[O-])cc1)c1ccccn1	i	7.8	-3.2	2.6	-25.7	0.2	-1.1	-5.4	0.1	13.2
COc1cc(/C=N/NC(=O)CN(Cc2ccco2)S(=O)(=O)c2ccccc2)ccc1O	i	-2.1	1.8	-4.4	17.5	1.3	-0.2	2.2	-9.4	0.0
CN(Cc1nc(-c2cccs2)no1)CC1COCCO1 (stereo not drawn)	i	-2.5	-1.4	-1.7	-3.6	-1.8	-0.5	0.5	4.9	3.8
COc1cccc(NC(=O)C2C3C=CC4(O3)C2C(=O)N(C2CC2)C4C(=O)NC2CCCCC2C)c1 (stereo not drawn)	i	-2.7	6.2	-2.0	-1.6	-2.2	-0.8	-1.6	-3.6	9.0
CCOc1cccc2cc(C(=O)NCc3ccccc3)c(=N)oc12	i	-1.9	-4.9	-13.5	-27.5	1.0	-0.2	2.4	5.7	-118.8
Cc1ccc(S(=O)(=O)NC2CCSC2=O)cc1C (stereo not drawn)	i	4.8	-0.7	-8.2	3.2	-0.7	0.5	1.7	3.0	3.2
OC1(c2ccccc2)C/C(=N\n2cnnc2)C=C1c1ccccc1 (stereo not drawn)	i	-1.9	4.7	-2.7	-2.7	-1.0	-0.7	-0.1	1.6	-15.0
CCOc1ccccc1C(=O)NCC(=O)OCCCOC(=O)CNC(=O)c1ccccc1OCC	i	3.1	-5.4	-2.0	4.0	-1.3	-0.5	1.1	0.0	-2.1
O=C(CN(Cc1ccco1)Cc1cccs1)N1CCN(S(=O)(=O)c2cccc(F)c2)CC1	i	-7.3	-9.6	-2.2	-0.6	0.4	-0.2	3.9	-0.1	-8.6
C/C(=N\NC(=O)c1ccc([N+](=O)[O-])cc1)c1c(O)cc(C)oc1=O	i	1.3	10.0	-6.0	-6.7	-1.4	0.3	-4.9	-8.0	-0.8
COc1ccc(C(=O)N2CCN(c3ccccc3Cl)CC2)cc1S(=O)(=O)NC1CC1	i	-3.0	2.2	-5.5	-6.2	-1.6	-0.3	-1.2	2.5	-15.0
Cn1c(=O)c2[nH]c(C3CC3)nc2n(C)c1=O	i	-1.5	-1.3	2.2	-5.8	-1.6	-0.5	-3.0	-2.2	-12.4
CC(=O)N1CCc2cc(S(=O)(=O)NC(Cc3ccccc3)C(=O)NCCN3CCCCC3C)ccc21 (stereo not drawn)	i	-0.6	-0.4	-3.4	10.8	-0.1	-0.4	-0.3	3.9	0.2
Cc1ncc(CO)c2c1Oc1nc(-c3ccccc3)nc(SCC(=O)N3CCCCC3)c1C2	i	2.2	-2.4	-4.0	-8.3	1.1	-0.2	3.3	24.9	-5.2
CC(C)(C)C1CCC(=NNC(=O)CC(=O)NCc2ccccc2)CC1 (stereo not drawn)	i	3.4	1.2	2.7	2.6	-2.3	0.6	-2.4	-2.7	8.2
CC(=O)Nc1ccccc1OC(C)C(=O)N1CC(C)CC(C)C1 (stereo not drawn)	i	-0.7	-1.0	-12.9	1.5	0.6	1.1	-2.0	-0.1	6.8
O=C(CSc1nnc2c(n1)[nH]c1ccccc12)Nc1ccc2c(c1)OCO2	i	2.2	15.0	2.2	5.6	4.1	75.6*	3.7	4.9	37.1*
c1ccc(Oc2ccc(-c3ccnc4nc(N5CCN(c6ccccc6)CC5)nn34)cc2)cc1	i	-3.0	18.5	-0.2	8.3	6.7	-0.8	3.1	2.5	4.6
COc1ccc(NC(=O)CSc2c(C)n[nH]c2C)cc1	i	2.6	0.7	2.8	3.3	0.1	-1.1	-1.8	2.5	34.1
CCNC(=O)CC1C(=O)N(c2ccccc2)C(=O)N1CCOC (stereo not drawn)	i	-0.5	-2.0	-3.0	2.8	-2.0	-0.4	0.2	-0.8	-4.1
CC(C)(C)c1ccc(OC(=O)c2ccccc2)cc1	i	2.1	-5.9	-9.0	2.4	0.5	-1.4	3.4	3.9	-1.2
COc1ccc(S(=O)(=O)N(C)c2ccc(C(=O)N3CCC(C(N)=O)CC3)cc2)cc1	i	1.6	-6.5	4.1	1.2	-1.0	-0.3	0.5	-1.9	11.0
NNC(=O)C1C(O)CCC2CN3CCc4c([nH]c5ccccc45)C3CC21 (stereo not drawn)	i	-3.4	-2.8	4.7	-19.0	2.2	-0.4	-5.4	-22.1	19.8
COC(=O)c1ccc(N2CCN(c3ccccc3)CC2)nc1	i	1.8	-6.1	2.2	-1.5	-1.0	-0.2	-1.4	-0.5	-3.3
COCCOC(=O)c1c(C)n(C)c2ccc(OC(=O)c3cccs3)cc12	i	-6.6	-8.5	1.1	3.4	1.5	-1.4	-2.2	2.6	6.4
CC(=O)Nc1ccc(OC(=O)c2ccc(Cl)cc2)cc1	i	-3.5	0.4	-4.4	-1.4	-0.8	-0.8	-0.9	-1.5	9.6
Cc1ccnc(Nc2cccnc2)n1	i	7.0	0.3	/	1.3	0.6	-0.8	1.7	-0.9	0.2
C/C(CC(=O)Nc1ccc(Cl)c(Cl)c1)=N\NC(=O)Cc1ccccc1	i	-3.8	-5.9	-2.6	-1.8	0.5	0.4	-0.2	2.4	-2.3
Cn1c2ccccc2c2cnn(CC(=O)NCCCN3CCN(c4ccccc4F)CC3)c(=O)c21	i	-0.7	-7.3	0.3	1.4	1.8	-0.6	-4.6	-1.8	6.2
CN(C(=O)c1cccc(NC(=O)Cc2ccc(NC(=O)C3CCN(C(=O)C4CCCC4)CC3)cc2)c1)C1CCCCC1	i	-1.7	6.7	-8.0	4.2	1.3	0.2	-1.5	-0.8	-3.9
COc1ccc(C(=O)NNC(=O)c2ccc(S(=O)(=O)N3CCCCC3)cc2)cc1	i	4.8	-1.7	6.3	1.1	-0.9	-1.2	1.7	-2.8	2.1
CN1CCN(c2ccc(Cl)cc2NS(=O)(=O)c2ccccc2Cl)CC1	i	2.5	-5.4	-7.8	1.9	-0.9	0.4	-2.9	-2.1	23.9
CC(NS(=O)(=O)c1cccc(C(=O)NCc2ccncc2)c1)c1ccccc1 (stereo not drawn)	i	0.7	-3.3	-4.9	0.0	-1.3	-0.3	-1.1	-1.7	-0.7
COC(=O)c1ccc(CSc2nc3ccc(C)cc3[nH]2)o1	i	-1.4	-0.1	-4.5	2.6	-1.8	-0.8	1.9	1.4	-122.6
COc1ccc(Cl)cc1-c1nc(N)nc(N(C)C)n1	i	-1.8	-4.6	-6.8	1.1	-0.2	-1.6	-1.9	-4.2	-13.1
CC1(C)Cc2c(c(N3CCOCC3)nc3sc4c(NN)ncnc4c23)CS1	i	-8.2	33.9*	1.4	0.2	0.5	-0.6	2.7	-1.8	-7.1
C[C@H](CO)N1C[C@H](C)[C@H](CN(C)S(C)(=O)=O)Oc2c(cccc2N(C)C)C1=O	i	1.0	-4.8	-1.3	-0.4	-2.1	-0.4	-2.9	1.7	10.3
C=CCC[C@H](Cc1ccc(F)cc1)C(=O)OC[C@@H](C)NC(=O)[C@@H](CC=C)CC(=O)N[C@H](CO)Cc1ccccc1	i	1.3	-3.0	-0.2	-1.6	1.5	-0.3	-0.3	3.4	-15.5
O=C(NCCS(=O)(=O)N1CCN(c2ccccc2)CC1)c1ccc(Br)o1	i	2.3	6.3	1.2	5.2	0.8	-0.7	-0.5	-2.3	2.1
C=C1CCN(C(C(=O)OC)C(C)C)S(=O)(=O)c2ccccc21 (stereo not drawn)	i	-5.4	-2.6	-2.3	0.3	-0.7	-0.5	1.6	-5.3	9.4
CCOC(=O)c1sc2nc(C3CC3)cc(-c3ccc(F)cc3)c2c1N	i	-4.2	-1.9	-7.2	24.3	0.8	-0.4	2.7	-1.4	-2.3

Results in STEP block and LMPTP block, for 2 of the compounds above:
SMILES	STEP block	LMPTP block
Cn1c2ccccc2c2cnn(CC(=O)NCCCN3CCN(c4ccccc4F)CC3)c(=O)c21	-4.6	1.8
COc1ccc(Cl)cc1-c1nc(N)nc(N(C)C)n1	-1.9	-0.2

Next part.
SMILES	Rpn11 block	DNMT1 inh	NadD inh	Scp1 inh	SUMO1-SIM PPI	LMPTP block	Tb MetRS inh	STEP block	CSN inh	MLLE-PAM2 inh
O=c1c([N+](=O)[O-])c(NCCN2CCCCCC2)c2ccccc2n1-c1ccccc1	i	2.4	3.8	-3.4	-8.9	0.3	-0.4	0.9	0.3	14.4
COC(=O)c1c(NC(=O)CN2CCC3(O)CCCCC3C2c2ccc(OC)cc2OC)sc(C)c1C (stereo not drawn)	i	-9.4	27.9	-9.6	4.8	3.3	-0.5	12.6	9.4	-19.3
CCOC(=O)c1c(NC(=O)CC)sc2c1CCN(Cc1ccccc1)C2	i	-3.0	-1.7	-1.2	-1.3	-0.6	-0.8	3.1	1.9	-6.6
Cc1cc(C)cc(C(=O)Nc2ccc3[nH]c(=O)[nH]c3c2)c1	i	-0.2	5.3	-10.7	-0.6	0.4	1.6	-2.3	3.2	-3.4
COC(=O)c1cc(NS(=O)(=O)c2ccc3c(c2)CCC(=O)N3)cc(C(=O)OC)c1	i	1.0	-2.5	-6.5	9.8	0.1	-1.1	-10.1	4.6	-8.4
